Bioassay records from PubChem BioAssay.
NOD2-RIPK2 inh: NOD2-RIPK2 protein interaction inhibition | CHO BLA complementation NOD2-RIPK2, CCF4 ratio | inhibition, % at 4.98 µM | AID 624267 | O43353 | 360,000 tested, 0.38% active; in the data active = inhibition above about 21%;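 also: 0% = vehicle only and 100% = reference blocker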
Target sequence (O43353 whole entry, looked up): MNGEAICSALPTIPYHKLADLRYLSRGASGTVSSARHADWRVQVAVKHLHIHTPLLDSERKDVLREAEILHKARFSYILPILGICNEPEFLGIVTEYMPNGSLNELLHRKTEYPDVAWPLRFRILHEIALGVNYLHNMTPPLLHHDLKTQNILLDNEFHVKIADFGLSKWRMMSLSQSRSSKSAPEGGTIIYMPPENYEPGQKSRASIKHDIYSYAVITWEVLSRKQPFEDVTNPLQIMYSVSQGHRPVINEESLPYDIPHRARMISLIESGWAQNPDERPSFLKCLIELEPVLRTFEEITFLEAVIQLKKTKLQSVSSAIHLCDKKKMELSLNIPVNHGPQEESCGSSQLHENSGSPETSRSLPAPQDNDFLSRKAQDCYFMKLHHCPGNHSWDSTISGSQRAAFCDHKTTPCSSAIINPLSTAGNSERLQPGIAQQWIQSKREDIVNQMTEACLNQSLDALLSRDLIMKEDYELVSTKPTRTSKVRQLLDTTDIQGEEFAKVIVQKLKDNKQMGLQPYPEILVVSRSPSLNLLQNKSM
Vif inh: HIV Vif inhibition | 340,000 tested, 0.35% active | HEK293T cells, Vif self-association by quenched fluorescence, imaging, 24 h | inhibition, % at 7.49 µM | AID 602346; in the data active = inhibition above about 50%, passing the limit was not always enough; also: some results filed as inactive read as strong as hits
ABCB6 inh 2: human ABCB6 transporter inhibition; Q9NP58; K562-ABCB6 porphyrin accumulation, flow cytometry, 1 h; hits give low values; fluorescence ratio to DMSO, % at 10 µM; 360,000 tested, 0.19% active; AID 602162;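 active = fluorescence ratio to DMSO below 75%, the collection mean minus 3 SD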;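 also: signal is porphyrin accumulated inside mitochondria; 100% equals median channel fluorescence of DMSO control wells; lower ratio means ABCB6 inhibition with less porphyrin fluorescence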
MC4R antag cAMP: blocks human MC4R cAMP signaling | P32245 | 360,000 tested, 0.48% active | inhibition, % at 6.5 µM | MC4R-expressing cells, MTII-stimulated cAMP, LANCE TR-FRET;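 active = inhibition above its plate's cutoff, the mean of tested wells on that plate plus 3 SD, cut at about 29% in these data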;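 also: 0% = Melanotan II alone and 100% = Melanotan II plus saturating MCL0020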
Target sequence (P32245 whole entry, looked up): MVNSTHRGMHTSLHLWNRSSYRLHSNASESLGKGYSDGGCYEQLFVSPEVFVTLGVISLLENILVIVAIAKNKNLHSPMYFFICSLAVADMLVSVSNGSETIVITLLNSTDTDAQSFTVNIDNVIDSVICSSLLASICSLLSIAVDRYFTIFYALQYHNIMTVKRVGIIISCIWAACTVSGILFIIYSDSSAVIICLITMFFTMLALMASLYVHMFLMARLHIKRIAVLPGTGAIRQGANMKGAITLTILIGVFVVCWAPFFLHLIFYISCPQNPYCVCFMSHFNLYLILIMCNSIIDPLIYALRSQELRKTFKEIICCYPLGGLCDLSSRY
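Assay system: U2OS-MC4R stable cell line; Also added: Melanotan II; Technique: Eu-cAMP/anti-cAMP TR-FRET, emission 671 nm; Times: 30-min compound, 1-h challenge, 1-h detection, room temperature.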
aDG glyco up: increases alpha dystroglycan glycosylation; Pro5-aDG cells, alpha-DG glycosylation AlphaScreen (IIH6); 0% Pro5, 100% B10-LARGE cell signal; activation, % at 10 µM; 360,000 tested, 0.22% active; AID 624168;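 active = activation of at least 8% versus controls, or a plate z-score of at least 8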;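 also: Pro5 are CHO cells carrying HIG-tagged alpha-DG that lacks glycosylation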
Exocytosis inh: blocks lytic granule exocytosis | TALL-104 LAMP-1 surface exposure, flow cytometry; cells stimulated with thapsigargin and PMA | inhibition, % at 10 µM | 360,000 tested, 0.66% active | AID 651702;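 active = inhibition above about 55%, limit read from the data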
MC4R barr agon: activates human MC4R beta-arrestin recruitment | activation, % at 8.9 µM | AID 540308 | 360,000 tested, 0.98% active | U2OS MC4R beta-arrestin complementation, luminescence; percent of melanotan II response, DMSO zero | P32245;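 active = activation above a per-plate cutoff, the mean activation of sample wells on that plate plus 3 SD, cut at about 8% in these data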
ABHD5 PLIN5 PPI: blocks binding of human ABHD5 to perilipin-5; 360,000 tested, 0.78% active; Split G. princeps luciferase complementation, luminescence, 4 h; inhibition, % at 4 µM;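 active = inhibition above the mean inhibition across every tested compound plus 3 SD, cut at about 22% in these data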;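 also: 0% = DMSO only wells and the 100% control is not disclosed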
Glyco luc inh: N-linked glycosylation inhibition. D54 ERlucT glycosylation luciferase reporter, 24 h; percent of 100 nM tunicamycin response. reporter increase, % at 12.5 µM. 360,000 tested, 0.23% active. AID 588692;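 active = mean luciferase reporter signal, scaled so untreated is 0 and the glycosylation-blocking control 100, at or above a set limit in every replicate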;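 also: luciferase carries N-glycosylation sites so blocking glycosylation raises the light; 0% = median of neutral control wells and 100% = median of 100 nM tunicamycin wells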
TLR9-MyD88 block: inhibitors of human TLR9-MyD88 binding; AID 504734; inhibition, % at 4.98 µM; 340,000 tested, 0.21% active; CHO BLA complementation TLR9-MyD88, CCF4 FRET ratio;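 active = inhibition above the mean over all tested compounds plus 3 SD, cut at about 21% in these data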;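 also: 0% = DMSO only wells and 100% = clavulanate BLA inhibitor control wells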
The depositor's hits bear a star; . = no result given. The list is partial, so the mix of outcomes need not match the whole.

#	molecule	NOD2-RIPK2 inh	Vif inh	ABCB6 inh 2	MC4R antag cAMP	aDG glyco up	Exocytosis inh	MC4R barr agon	ABHD5 PLIN5 PPI	Glyco luc inh	TLR9-MyD88 block
1	N#CCc1c(C#N)c(N)nc(N2CCN(Cc3ccc4c(c3)OCO4)CC2)c1C#N	10	-5	104	9	0.1	-2	-2.3	26*	0	1
2	COc1ccc(CCNS(=O)(=O)c2ccc([N+](=O)[O-])cc2)cc1OC	2	1	86	-5	0.0	7	0.2	-10	1	-5
3	CN(CC(=O)NCc1ccccc1F)S(=O)(=O)c1ccc(Cl)cc1	2	.	95	-3	0.0	6	-1.0	-9	-1	-4
4	Cc1ccc(OCC(=O)Nc2cc(C(C)(C)C)on2)cc1C	-7	1	91	7	0.1	2	0.0	2	-1	5
5	Cc1cc(C)c(NC(=O)CN2C(=O)CC(C)S(=O)(=O)c3ccccc32)c(C)c1 (configuration not stated)	-16	2	87	-1	0.2	2	-4.2	-2	0	7
6	COc1ccc(OC)c(N(CC(=O)N2CCCC2)S(=O)(=O)c2ccc(OC)c(OC)c2)c1	-7	16	98	9	-0.1	-1	0.6	5	0	4
7	CC1CCN(S(=O)(=O)c2ccc3[nH]c(=O)ccc3c2)CC1	-9	1	108	5	0.0	2	0.5	-5	2	1
8	COCCn1c(CN2CC(C)CC(C)C2)nc2c1c(=O)n(C)c(=O)n2C (configuration not stated)	4	8	99	11	0.0	6	-0.6	1	-1	1
9	Clc1cccc2c1CCN(Cc1nc(-c3cnccn3)no1)C2	-15	-3	95	14	0.0	1	-2.3	4	6	-2
10	O=C(CN1CCN(S(=O)(=O)c2cc(Cl)ccc2Cl)CC1)Nc1ccc2c(c1)OCCO2	8	7	99	-1	0.3	0	-1.1	-2	-1	0

The closing 5 compounds of the part before come first, to join the parts:
#	molecule	NOD2-RIPK2 inh	Vif inh	ABCB6 inh 2	MC4R antag cAMP	aDG glyco up	Exocytosis inh	MC4R barr agon	ABHD5 PLIN5 PPI	Glyco luc inh	TLR9-MyD88 block
6	COc1ccc(OC)c(N(CC(=O)N2CCCC2)S(=O)(=O)c2ccc(OC)c(OC)c2)c1	-7	16	98	9	-0.1	-1	0.6	5	0	4
7	CC1CCN(S(=O)(=O)c2ccc3[nH]c(=O)ccc3c2)CC1	-9	1	108	5	0.0	2	0.5	-5	2	1
8	COCCn1c(CN2CC(C)CC(C)C2)nc2c1c(=O)n(C)c(=O)n2C (configuration not stated)	4	8	99	11	0.0	6	-0.6	1	-1	1
9	Clc1cccc2c1CCN(Cc1nc(-c3cnccn3)no1)C2	-15	-3	95	14	0.0	1	-2.3	4	6	-2
10	O=C(CN1CCN(S(=O)(=O)c2cc(Cl)ccc2Cl)CC1)Nc1ccc2c(c1)OCCO2	8	7	99	-1	0.3	0	-1.1	-2	-1	0
11	CC1CCN(S(=O)(=O)c2cn(CC(=O)Nc3ccc(OC(F)(F)F)cc3)cn2)CC1	-6	13	96	1	0.1	-2	3.3	8	0	-8
12	Cc1ccsc1/C=C(\C#N)C(=O)NCCCN1CCOCC1	5	3	100	-2	0.3	3	-1.1	-2	0	1
13	CCC(C(=O)Nc1ccc(C(C)C)cc1)c1ccccc1 (configuration not stated)	4	3	104	8	-0.1	0	2.3	-9	-4	5
14	O=C(CN1CCCCCCC1)Nc1cc(Cl)cc(Cl)c1	-5	-1	94	27	0.8	0	14*	3	-2	-6
15	O=C(Oc1cncc(Cl)c1)c1ccco1	1	14	92	-4	-0.4	-3	-2.1	-2	3	-2
16	O=C(O)/C(=C\c1ccccc1OC(F)F)Sc1nnc(-c2ccc(F)cc2)o1	6	7	100	-1	-0.3	0	-1.0	2	-2	0
17	O=C(N/N=C/c1ccco1)c1ccc(NC(=O)C2CC2)cc1	-6	5	100	-3	0.8	0	-1.2	3	1	-12
18	CCOC(=O)C(Cc1cc(N)c(Oc2ccc(OC)cc2)c(N)c1)NC(C)=O (configuration not stated)	-21	-31	97	15	0.2	1	-0.8	-9	3	0
19	CCOC(=O)C1=C(O)C(=O)N(C2CCCCC2)C1	-2	13	97	5	0.0	-1	-0.6	-3	-1	-8
20	Cc1ccc(/C=N/NC(=O)c2ccccn2)s1	-1	-2	104	5	-0.1	-4	-1.6	0	-16	-3

#	molecule	NOD2-RIPK2 inh	Vif inh	ABCB6 inh 2	MC4R antag cAMP	aDG glyco up	Exocytosis inh	MC4R barr agon	ABHD5 PLIN5 PPI	Glyco luc inh	TLR9-MyD88 block
21	Cc1ccc(C(=O)OCC(=O)NCCc2ccccc2)cc1C	-2	5	94	8	0.3	-2	0.1	8	0	3
22	COc1ccc(CNCCCC(=O)Nc2c(Cl)ccc(C)c2Cl)cc1OC	-1	7	103	0	0.1	-1	-0.5	9	2	-6
23	CCCCCCCCOc1ccc(C2CC(=O)NC2=O)cc1 (configuration not stated)	-4	10	99	2	0.3	24	2.7	-9	-1	-7
24	COC(=O)c1cscc1NC(C)=O	2	26	97	8	-0.1	1	0.1	-1	1	1
25	C=CCC(C(=O)NC(C)c1ccccc1)C(=O)NC(C)c1ccccc1 (configuration not stated)	2	2	93	14	0.0	32	-0.7	-5	-1	6
26	C[C@H]1CN([C@@H](C)CO)C(=O)CCCn2nncc2CO[C@@H]1CN(C)S(=O)(=O)c1ccc(-n2cccn2)cc1	-8	-3	96	7	0.1	2	1.0	-7	0	-7
27	Cc1cccc(NCc2n[nH]c(=S)n2-c2ccccc2)c1	0	1	102	4	0.1	2	-1.9	-2	2	-6
28	COC(=O)C1=C(Nc2ccccc2NS(=O)(=O)c2ccc(C(F)(F)F)cc2Cl)CSC1	5	3	94	13	0.0	-5	-0.1	-7	1	1
29	Cc1nnsc1C(=O)N/N=C/c1cccc(C(F)(F)F)c1	-9	-5	99	12	0.0	-1	2.2	4	5	-15
30	COc1ccc(/C=N/NC(=O)C2(O)c3ccccc3-c3ccccc32)cc1	-1	4	88	6	-0.3	11	-1.7	2	0	-5

#	molecule	NOD2-RIPK2 inh	Vif inh	ABCB6 inh 2	MC4R antag cAMP	aDG glyco up	Exocytosis inh	MC4R barr agon	ABHD5 PLIN5 PPI	Glyco luc inh	TLR9-MyD88 block
31	c1ccc(Cn2nnc3c(NCC4CCCO4)ncnc32)cc1 (configuration not stated)	4	-5	100	-2	-0.2	0	-2.3	2	-2	-5
32	CC(C)C(=O)Nc1ccc(O)c(-c2csc(N)n2)c1	7	17	98	8	0.1	4	-0.5	-1	2	0
33	CC(C)NC(=O)NC(=O)CN1C(=O)NC(Cc2c[nH]c3ccccc23)C1=O (configuration not stated)	-4	19	96	16	-0.6	2	-1.0	5	-1	5
34	CN(CC1COc2ccccc2O1)C(=O)c1ccc(Cl)c(S(=O)(=O)N2CCCCCC2)c1 (configuration not stated)	3	-4	98	6	3.1	-3	1.4	1	-4	11
35	N#C/C(=C\C=C\c1ccccc1[N+](=O)[O-])C(=O)NCc1ccccc1	-2	2	89	2	0.0	11	-2.6	12	9	2
36	Cc1cc(C)n(-c2cc(N3CCN(C(=O)c4cccc(F)c4)CC3)ccc2[N+](=O)[O-])n1	-6	-5	87	5	0.1	1	-3.1	0	1	2
37	COc1ccc(CCNS(=O)(=O)c2csc(C(N)=O)c2)cc1OC	3	0	103	12	1.3	3	-0.3	-8	2	-10
38	Cc1ccc(C)c(C(=O)COC(=O)CN2C(=O)C3C4C=CC(C4)C3C2=O)c1 (configuration not stated)	2	-15	96	3	-0.2	-4	1.3	7	1	-3
39	C=C(C)CNC(=S)N/N=C/c1ccc(N2CCOCC2)cc1	-14	0	106	13	3.7	-2	-0.8	-1	-2	1
40	Cc1ccc(S(=O)(=O)N(C)C)cc1NC(=O)COC(=O)CSc1ccccc1	0	30	97	7	-0.3	-7	-2.5	-7	0	-5

Single records (already shown):
c1ccc(Cn2nnc3c(NCC4CCCO4)ncnc32)cc1 (configuration not stated) is listed with NOD2-RIPK2 inh = 4; Vif inh = -5; ABCB6 inh 2 = 100; MC4R antag cAMP = -2; aDG glyco up = -0.2; Exocytosis inh = 0; MC4R barr agon = -2.3; ABHD5 PLIN5 PPI = 2; Glyco luc inh = -2; TLR9-MyD88 block = -5
CN(CC1COc2ccccc2O1)C(=O)c1ccc(Cl)c(S(=O)(=O)N2CCCCCC2)c1 (configuration not stated) is listed with NOD2-RIPK2 inh = 3; Vif inh = -4; ABCB6 inh 2 = 98; MC4R antag cAMP = 6; aDG glyco up = 3.1; Exocytosis inh = -3; MC4R barr agon = 1.4; ABHD5 PLIN5 PPI = 1; Glyco luc inh = -4; TLR9-MyD88 block = 11

(next part)
#	molecule	NOD2-RIPK2 inh	Vif inh	ABCB6 inh 2	MC4R antag cAMP	aDG glyco up	Exocytosis inh	MC4R barr agon	ABHD5 PLIN5 PPI	Glyco luc inh	TLR9-MyD88 block
41	CCOC(=O)c1sc(=S)sc1SCc1cccc(C(F)(F)F)c1	1	-33	106	4	-0.1	-4	-0.7	-4	-3	3
42	COc1ccc(NC(=O)CSc2nnc(-c3ccccc3Cl)n2Cc2ccco2)c(OC)c1	0	-3	96	22	1.5	4	-1.0	7	-3	-7
43	CC(=O)N1[C@H](Cc2ccccc2)C=C[C@]1(C)C(=O)NCCc1c[nH]c2ccccc12	-12	-1	94	0	0.0	-3	-3.2	-5	1	5
44	COc1ccc(C(=O)NC2CCCc3ccccc32)cc1 (configuration not stated)	0	9	96	21	-0.2	-9	0.6	2	-1	7
45	COc1ccc(/C=N/NC(=O)c2ccc3c(c2)OCCO3)cc1[N+](=O)[O-]	0	2	101	-3	-0.2	0	3.3	4	-1	-6
46	O=C(Nc1ccc(S(=O)(=O)Nc2nccs2)cc1)C1=NN(c2ccccc2)C(=O)CC1	1	3	93	2	-0.3	5	-0.9	3	1	-3
47	CCN1C(=O)N(c2ccc(C(C)=O)cc2)S(=O)(=O)c2ccccc21	-2	6	102	4	0.1	-5	-1.0	5	1	0
48	CCc1ccc(S(=O)(=O)NCc2cn3c(C)csc3n2)s1	-1	-1	96	11	-0.2	6	-1.5	-14	0	-2
49	COc1ccc(S(=O)(=O)/N=C2/C=CC(=O)C(C)=C2C)cc1	-11	-6	102	16	0.0	3	1.4	16	1	4
